PAFAH1B3 FP inh: PAFAH1B3 (human) inhibition; 340,000 compounds, 0.28% hits; inhibition, % at 3.39 µM; AID 492972; Q15102; recombinant PAFAH1B3, FP-rhodamine probe, fluorescence polarization;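 active means inhibition above the screen-wide average of all tested compounds plus 3 SD, cut at about 25% in these data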;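 further: 0% = enzyme with DMSO only and 100% = wells lacking PAFAH1B3 protein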
LYPLA1 counter: blocks human lysophospholipase 1, a PME1 counter-screen; O75608; AID 2174; 320,000 compounds, 0.16% hits; inhibition, % at 5.9 µM; recombinant LYPLA1, FP-Rh probe fluorescence polarization;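 active means inhibition above the mean of all tested compounds plus 3 SD, set per campaign, cut at about 14% in these data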;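 further: inhibitors block serine hydrolase probe labeling of LYPLA1 so polarization falls; 0% = enzyme with DMSO and 100% = wells lacking LYPLA1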
PAFAH1B2 FP inh: blocks human PAF acetylhydrolase 1b catalytic subunit 2. P68402. recombinant PAFAH1B2, FP-rhodamine activity probe, fluorescence polarization. inhibition, % at 3.39 µM. 340,000 compounds, 1.2% hits;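 active means inhibition above the mean of all tested compounds plus 3 SD, cut at about 24% in these data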;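 further: 0% = enzyme with DMSO and 100% = wells lacking PAFAH1B2; many of its hits are not listed in these tables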
Fam108B inh: Fam108B inhibition, counter-screen for RBBP9 inhibitors | recombinant Fam108B, FP-Rh probe fluorescence polarization | inhibition, % at 9.51 µM | 300,000 compounds, 0.33% hits | AID 1947;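 active means inhibition above the screen mean inhibition plus 3 SD, computed separately per campaign, cut at about 18% in these data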;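 further: inhibitors lower polarization as less probe binds the enzyme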
GSTO1 counter: GSTO1 inhibition, counter-screen for RBBP9 inhibitors; P78417; recombinant GSTO1, activity-based probe fluorescence polarization; inhibition, % at 5.96 µM; 300,000 compounds, 1.1% hits; AID 1974;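 active means inhibition above the campaign mean inhibition plus 3 SD, cut at about 35% in these data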;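 further: 0% = GSTO1-1 with DMSO and 100% = wells lacking GSTO1-1 enzyme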
PME-1 inh: blocks human protein phosphatase methylesterase 1; recombinant PME-1, FP-Rh probe fluorescence polarization; AID 2130; 320,000 compounds, 0.53% hits; inhibition, % at 5.9 µM; Q9Y570;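 active means inhibition above the campaign mean of all compounds plus 3 SD, cut at about 26% in these data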;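 further: competitive labeling of PME-1 active site by serine hydrolase directed probe; 0% = PME-1 with DMSO and 100% = wells lacking PME-1 enzyme; inhibitors block probe labeling so polarization falls and inhibition rises; many of its hits are not listed in these tables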
Target sequence (Q9Y570 whole entry, looked up): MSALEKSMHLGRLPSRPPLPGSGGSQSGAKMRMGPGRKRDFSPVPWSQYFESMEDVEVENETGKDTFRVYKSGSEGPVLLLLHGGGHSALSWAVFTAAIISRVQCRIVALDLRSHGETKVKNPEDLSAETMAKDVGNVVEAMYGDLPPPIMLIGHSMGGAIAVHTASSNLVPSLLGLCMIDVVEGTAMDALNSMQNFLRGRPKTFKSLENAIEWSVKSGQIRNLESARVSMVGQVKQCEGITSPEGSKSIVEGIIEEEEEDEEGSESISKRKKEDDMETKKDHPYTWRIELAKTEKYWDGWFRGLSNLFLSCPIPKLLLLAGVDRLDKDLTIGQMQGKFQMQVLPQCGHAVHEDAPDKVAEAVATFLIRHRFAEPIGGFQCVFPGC
PAD4 FP inh: blocks human protein arginine deiminase 4. Q9UM07. recombinant PAD4, RCA probe fluorescence polarization. inhibition, % at 6.36 µM. 330,000 compounds, 0.41% hits. AID 485272;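 active means percent inhibition above a cutoff equal to the mean of all tested compounds plus 3 SD, cut at about 15% in these data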;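 further: 0% = PAD4 with RCA probe and DMSO and 100% = probe without PAD4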
Target sequence (Q9UM07 whole entry, looked up): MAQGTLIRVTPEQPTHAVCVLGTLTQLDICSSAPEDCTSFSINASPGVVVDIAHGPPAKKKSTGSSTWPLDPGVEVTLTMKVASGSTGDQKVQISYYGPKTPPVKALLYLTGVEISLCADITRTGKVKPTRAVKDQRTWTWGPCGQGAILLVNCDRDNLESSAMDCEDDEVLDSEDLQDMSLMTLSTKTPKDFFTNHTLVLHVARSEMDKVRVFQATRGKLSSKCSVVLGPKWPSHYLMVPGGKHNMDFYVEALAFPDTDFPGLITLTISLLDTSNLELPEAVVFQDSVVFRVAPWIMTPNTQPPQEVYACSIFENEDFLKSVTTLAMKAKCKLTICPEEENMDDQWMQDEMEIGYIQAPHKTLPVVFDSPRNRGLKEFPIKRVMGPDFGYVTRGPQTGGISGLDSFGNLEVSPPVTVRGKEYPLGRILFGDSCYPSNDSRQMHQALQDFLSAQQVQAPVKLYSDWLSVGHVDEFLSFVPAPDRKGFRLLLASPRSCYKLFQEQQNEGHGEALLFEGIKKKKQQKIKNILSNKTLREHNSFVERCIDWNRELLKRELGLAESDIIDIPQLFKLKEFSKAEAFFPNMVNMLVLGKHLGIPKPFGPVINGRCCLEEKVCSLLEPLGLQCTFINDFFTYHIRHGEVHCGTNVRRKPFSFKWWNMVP
pPAFAH FP inh: pPAFAH (human) enzyme inhibition | 330,000 compounds, 1.5% hits | inhibition, % at 3.39 µM | recombinant pPAFAH, FP-rhodamine probe fluorescence polarization | Q13093;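 active means inhibition above the mean inhibition across the screen plus 3 SD, cut at about 25% in these data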;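 further: inhibitors block binding of the rhodamine activity-based probe so polarization drops; 0% = enzyme with DMSO and 100% = wells lacking pPAFAH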
PAFAH2 inh: PAFAH2 (human) inhibition; Q99487; recombinant PAFAH2, FP-rhodamine activity probe, fluorescence polarization; inhibition, % at 3.39 µM; 340,000 compounds, 0.99% hits; AID 492956;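 active means inhibition above the mean over all tested compounds plus 3 SD, cut at about 30% in these data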;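 further: inhibitors block probe labeling of enzyme so polarization drops; 0% = enzyme with DMSO and 100% = wells lacking PAFAH2 protein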
Active calls of the source: *; · = not tested or not shown.

nr	SMILES	PAFAH1B3 FP inh	LYPLA1 counter	PAFAH1B2 FP inh	Fam108B inh	GSTO1 counter	PME-1 inh	PAD4 FP inh	pPAFAH FP inh	PAFAH2 inh
1	CCC(c1ccccc1)c1nc(-c2cccnc2)no1 (centres undefined)	0	-1	17	-6	-1	-6	-3	5	5
2	COc1ccc(N2CCN(C(=O)CNC(=O)c3ccco3)CC2)cc1	-1	0	5	-3	-1	6	1	1	2
3	COCCCN1C(=O)C(=O)/C(=C(/O)c2ccc(S(=O)(=O)N3CCOCC3)cc2)C1c1cccc(Cl)c1 (centres undefined)	0	-1	6	-2	3	6	1	3	2
4	Cc1cccc(NC(=S)Nc2cccc3ccccc23)c1	-5	-1	0	3	1	6	-1	7	-5
5	Cc1cc(=O)c(C(=O)O)nn1-c1ccccc1Cl	-1	2	0	-2	-3	-2	-2	-5	4
6	CCc1nc2ccc(C(=O)N(C)CC(=O)Nc3ccccc3C(F)(F)F)cc2nc1CC	5	·	3	·	·	·	4	4	0
7	Cc1ccc(NC(=O)CN2C(=O)COc3ccc(C)cc32)nc1	3	4	1	1	-1	-4	0	-5	-5
8	CCc1ccc(OCC(=O)NNC(=O)c2c(CC)noc2C)cc1	-2	-2	0	-1	5	4	0	6	1
9	Cc1ccc(C2(C)NC(=O)N(CC(=O)Nc3nc(-c4ccccn4)cs3)C2=O)cc1 (centres undefined)	9	-2	6	3	-7	5	-1	3	6
10	COc1ccccc1-n1cnnc1SC(C)C(=O)NCC1CCCO1 (centres undefined)	1	2	1	·	·	5	1	-1	9
11	CCOc1cc(C(N)=O)cc(Br)c1OC	17	2	4	3	6	0	-2	4	-7
12	N#C/C(=C\c1ccc(-c2ccccc2)o1)C(=O)Nn1cnnc1	9	-1	4	3	-3	-3	0	1	-4
13	O=C(NC(Cc1ccccc1)C(=O)O)/C(=C\c1ccc(Cl)cc1)NC(=O)c1ccco1 (centres undefined)	9	2	4	-1	6	1	1	0	7
14	Cc1cc(NC(=O)CSc2nnnn2-c2ccc(C(C)C)cc2)no1	-6	-3	5	0	5	-5	-7	-1	-1
15	Cc1nn(C)c(Cl)c1CN1CCN(CC(C)C)C(CCO)C1 (centres undefined)	-2	2	-3	-4	0	1	-2	1	1
16	CCOC(=O)C1(Cc2cccc(Cl)c2)CCCN(C(=O)CCC(=O)N(C)C)C1 (centres undefined)	-7	-1	1	-1	3	5	-4	7	-6
17	OC1(CC#CCN2CCCCC2)c2ccccc2-c2ccccc21	4	1	7	0	-11	1	2	6	3
18	CCCOc1ccc(C(=O)NCC(c2ccco2)N(C)C)cc1OC (centres undefined)	6	1	5	0	1	5	6	4	-1
19	CC(C)(C)C(=O)CSc1ccc(S(=O)(=O)N2CCN(Cc3ccccc3)CC2)cn1	6	-4	1	·	·	5	0	8	-3
20	Nc1[nH][nH]c(=O)c1N=Nc1cccc(Cl)c1	8	2	7	-2	-4	-1	-5	5	10
21	COc1cc(/C=C2\C(=O)N(c3ccc(S(N)(=O)=O)cc3)N=C2C)ccc1OC(=O)c1ccco1	2	4	3	0	53*	6	-9	4	10
22	COc1cc(C(=S)N2CCOCC2)cc(OC)c1OS(=O)(=O)c1ccc(NC(C)=O)cc1	2	-4	5	-1	5	7	2	-8	2
23	COc1ccc2[nH]c3c(=O)n4c(nc3c2c1)SCCC4	·	-2	·	5	8	0	-4	2	·
24	CC(=O)c1c(C)[nH]c(C(=O)Nc2cccc(C)n2)c1C	10	-2	0	1	2	7	-1	-3	0
25	CCCOc1ccc(/C=C2/C(=O)ON=C2C)cc1Cl	7	-2	7	4	-6	8	0	2	0
26	O=C(O)c1cccc(N/N=C/c2ccc(OC(F)(F)F)cc2)c1	2	2	5	3	6	4	5	5	8
27	CCN1C(=O)N[C@@H](c2cccs2)C(C(=O)OC)=C1C	3	-5	7	0	10	-1	1	-10	-4
28	CC(=O)c1ccc(NC(=S)NC(=O)/C=C/c2ccco2)cc1	1	-3	-4	-12	-3	-3	-2	15	6
29	COc1ccc(CN(C(=O)c2cc3ccccc3oc2=O)C2CCCCC2)cc1OC	2	-1	-1	1	7	2	2	1	-3
30	CC(c1ccon1)N(C)Cc1cn(Cc2ccccc2)nc1-c1ccc2c(c1)OCO2 (centres undefined)	4	-6	-5	1	-2	1	-2	0	1
31	O=C(CN1CCN(S(=O)(=O)c2ccc(F)cc2)CC1)Nc1ccc(Cl)c(C(F)(F)F)c1	-1	-7	2	-1	-1	-13	-9	2	-6
32	CCOC(=O)c1c(CC(C)C)csc1N	6	-4	14	-5	-3	4	-7	-3	0
33	Cn1cnnc1SCC(=O)NNC(=O)COc1ccc(Br)cc1	10	5	9	4	13	-2	3	-4	-4
34	CCCN1C(=O)C(=O)c2cc(Cl)ccc21	5	·	7	·	·	·	-5	3	0
35	CCOc1ccc(NS(=O)(=O)c2ccc(C(=O)NCC(c3ccc(OC)cc3)N3CCOCC3)cc2)cc1 (centres undefined)	-1	0	3	-2	5	3	-3	50*	4
36	COC(=O)c1ccc(C2/C(=C(/O)c3ccc(Cl)cc3)C(=O)C(=O)N2C2CCS(=O)(=O)C2)cc1 (centres undefined)	-3	-3	8	1	2	-3	2	-4	4
37	COc1cccc(C2(O)CCN(C(=O)C3CC3)CC2)c1	3	1	4	-2	-7	-3	-1	-1	-5
38	O=C(c1ccc2c3n(nc2c1)-c1ccccc1CO3)N1CCOCC1	-10	0	0	-1	2	3	6	-3	-6
39	CC(O)CC(C(=O)NNc1ccccc1)C(=O)NNc1ccccc1 (centres undefined)	-1	0	2	-2	0	0	-2	-1	-5
40	O=C(CSc1nc2ccccc2s1)NNC(=O)Nc1ccc(Cl)c(Cl)c1	2	-13	17	-4	-5	-7	-2	-2	-6
41	C=CCN1C(=O)N/C(=C/c2ccccc2OCC(=O)Nc2ccc(F)cc2)C1=O	-1	-5	1	-5	3	-4	-2	5	-10
42	Cc1cc(C)n(/C(=C\N(C)C)C(=O)c2ccc(Cl)cc2)n1	6	-2	0	0	8	3	0	3	8
43	CCC(C(=O)Nc1c2c(nn1C(C)(C)C)CS(=O)(=O)C2)c1ccccc1 (centres undefined)	10	-2	9	0	3	0	0	6	1
44	C=C(C)C1CC=C(C)/C(=N/Nc2ccccc2[N+](=O)[O-])C1 (centres undefined)	2	-2	4	2	3	6	-1	1	-5
45	CC1Cc2cc(S(=O)(=O)N3CCCCC3)ccc2N1C(=O)C1CCC1 (centres undefined)	1	19*	-2	-1	-8	5	6	2	6
46	CCCCc1[nH]c(=O)c(C#N)c2c1CCCC2	6	1	0	1	3	-1	-2	-6	-1
47	COc1cccc(CCNC(=O)CCc2nnc(-c3ccc4c(c3)OCO4)o2)c1	2	-2	-1	-2	-3	2	-3	4	4
48	COc1ccc(/C=C2\SC(=S)N(NC(=O)c3ccncc3)C2=O)cc1OC	·	3	·	-1	3	-5	2	1	·
49	CCOc1cc(/C=N/NC(N)=O)cc(Br)c1OCC(=O)Nc1ccccc1C	9	-3	-1	1	-5	1	0	2	5
50	COc1cc(C(C[N+](=O)[O-])c2c(-c3ccccc3)cc3ccccn23)cc(OC)c1OC (centres undefined)	-5	-5	-3	8	-6	5	-5	6	6
51	COCc1ccc(CN2CCC(C(=O)Nc3cccc(-c4cccc(Cl)c4)c3)CC2)o1	4	-21	-4	-10	-13	-22	3	19	-6
52	CCc1cccc(C)c1NC(=O)CCOc1ccccc1	6	-1	2	0	-2	4	1	2	-5
53	CCOc1ccc(N(CC(=O)NCCSCc2ccc(Cl)cc2)S(C)(=O)=O)cc1	-3	1	10	1	-8	-4	-5	9	1
54	COc1ccccc1N(CC(=O)Nc1ccc(S(=O)(=O)N2CCOCC2)cc1)S(C)(=O)=O	10	-4	2	-2	4	-7	2	-7	3
55	COc1ccc(C(=O)O)cc1Nc1cc(C)nc2ncnn12	-3	-2	2	2	4	-3	1	7	1
56	COc1cccc(OCc2cc(C(=O)N(C)C3CC(C)(C)NC(C)(C)C3)no2)c1	4	-1	5	-2	-13	-1	1	5	1
57	CCc1cccc(NS(=O)(=O)c2ccc3c(c2)n(C)c(=O)n3C)c1	-1	-3	3	5	8	6	3	10	13
58	CN(CC(=O)Nc1ccccc1Cl)C(=O)COC(=O)Cc1c(F)cccc1Cl	12	-2	4	4	1	-1	-3	1	12
59	Cc1cnc(SCc2cnc(C)nc2N)nc1	7	-1	3	-4	4	5	-1	5	-7
60	O=C(Nc1nccs1)C1C2/C=C\CCCCC21 (centres undefined)	3	1	4	1	-3	3	-5	0	11

(cont.)
nr	SMILES	PAFAH1B3 FP inh	LYPLA1 counter	PAFAH1B2 FP inh	Fam108B inh	GSTO1 counter	PME-1 inh	PAD4 FP inh	pPAFAH FP inh	PAFAH2 inh
61	C/C(=N\NC(=O)c1nnn(-c2nonc2N)c1CN1CCCCC1)c1ccccc1O	14	-3	1	0	5	-3	-1	-2	25
62	O=[N+]([O-])c1ccc(N2CCCC2)cc1NC(c1ccccc1)c1ccccc1	0	1	1	-6	1	-6	-2	-4	0
63	CC(SC1=NCCN1S(C)(=O)=O)c1ccccc1 (centres undefined)	0	0	4	-2	3	4	0	-1	4
64	O=S(=O)(c1ccc(NC(=S)N/N=C/c2cccc(Oc3ccccc3)c2)cc1)N1CCOCC1	-6	-1	-2	-6	-3	-1	-3	-1	-6
65	N#CC(C#N)=Cc1cc2ccccc2nc1N1CCOCC1	1	1	3	-2	1	-4	3	-4	-5
66	CCn1c(=O)c(-[n+]2ccccc2)c(O)c2ccccc21	3	2	2	3	-3	-3	1	3	-4
67	Cc1nnc(Oc2ccccc2)c2ccccc12	-3	2	-2	4	-9	-5	-2	-1	-3
68	CCNc1oc(-c2cccc3ccccc23)nc1C#N	5	0	-6	1	5	0	-2	8	2
69	CCS(=O)(=O)N1CCCC(C(=O)NC2CCCC2)C1 (centres undefined)	1	1	2	-6	4	-5	3	-1	-1
70	CCc1ccc(N2C(=O)CC(N3CCN(c4ccccn4)CC3)C2=O)cc1 (centres undefined)	4	3	-2	-2	2	1	-6	2	-12
71	C=CCN=C1CC(C)(C)CC(=O)/C1=C(/O)CCC(=O)OC	1	2	5	5	-1	-5	1	0	6
72	CCN(Cc1nc2ccccc2c(=O)[nH]1)C(=O)COc1ccccc1-c1ccccc1	2	-1	5	·	·	2	2	4	-1
73	O=C(O)/C=C/c1cccc(NC(=O)c2ccccc2)c1	3	-3	-4	-2	-1	1	-3	3	-3
74	O=C(CSc1nnc(-c2ccccc2)n1Cc1ccco1)Nc1ccc(S(=O)(=O)N2CCCC2)cc1	0	-6	0	8	-4	-5	-1	1	-3
75	CSc1ccc(C2(O)Cc3cccc[n+]3C2c2ccccc2)cc1 (centres undefined)	-2	4	1	2	6	4	5	2	8
76	NC(=O)Cn1c(=O)n(CCCC(=O)NC2CCN(Cc3ccccc3)CC2)c(=O)c2ccccc21	2	-1	1	0	-6	1	-1	0	3
77	CC(C)(C)c1ccc(C(=O)Nc2ccc(S(N)(=O)=O)cc2)cc1	6	0	2	-3	-1	-9	-6	2	4
78	CCN1CCN(C(=O)CN(C)S(=O)(=O)c2ccc(OC)cc2)CC1	3	1	1	2	5	-7	2	7	1
79	COc1ccc(-c2cc(CCC(=O)N3CCN(c4cc(C)ccc4C)CC3)[nH]n2)cc1	10	·	6	·	·	·	1	4	2
80	CCCCN(C)C(=O)CCC(=O)Nc1ccc2nc(N3CCOCC3)cc(C)c2c1	10	3	2	-1	3	-1	1	2	-1
81	CC(C)n1nc(C(=O)NNC(=O)c2ccc(OC(F)F)cc2)c2ccccc2c1=O	7	-1	3	·	·	4	4	3	0

Some of the compounds tested, so the mix of outcomes need not match the whole.
